Compound activity from PubChem BioAssay.
PKA inh: inhibitors of human protein kinase A; inhibition, % at 6 µM; 65,000 tested, 0.1% active; PKA Kemptide phosphorylation, Kinase-Glo ATP luminescence;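 active = inhibition above the screen-wide mean inhibition plus 3 SD, cut at about 21% in these data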; also: many of its hits are not listed in these tables
NADH enzymes: blocks coupling enzymes of NAD/NADH assays; coupled PK/LDH NADH assays, four targets; IC50, µM (titrated, usually from 10 µM), without a hit: at the highest dose inhibition; 65,000 tested, 0.02% active;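 active = single-dose screening hits from any of four coupled enzyme assays that gave an IC50 when retested across doses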;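 also: the DPM-DC format reads NADH fluorescence rather than 340 nm absorbance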
A340 absorber: compounds absorbing at 340 nm; compound absorbance at 340 nm, fold over control; fold change at 10 µM; AID 708; 65,000 tested, under 10 active;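 active = at 10 µM dose, initial 340 nm absorbance at least 2 fold that of control wells; inactive = change under 2 fold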;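 also: initial absorbance extrapolated from kinetic A340 decline of NADH oxidation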
MMP-13 inhibitor: inhibitors of human MMP13; 65,000 tested, 0.07% active; P45452; MMP-13 fTHP FRET cleavage, Mca fluorescence; inhibition, % at 4 µM;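 active = inhibition above the mean of compound-free control plate wells plus 3 SD, cut at about 14% in these data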;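 also: 0% = DMSO wells and 100% = wells with reference MMP-13 inhibitor after basal subtraction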
JNK3 blocker: inhibitors of human JNK3 kinase. 60,000 tested, 0.61% active. purified JNK3 kinase activity, HTS. inhibition, % at 8 µM. P53779; in the data active = inhibition above about 17%;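 also: 0% = DMSO and 100% = reference inhibitor; many of its hits are not listed in these tables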
ROCK2 inh: inhibitors of human Rho kinase 2; inhibition, % at 6 µM; purified ROCK2, Kinase-Glo ATP depletion luminescence; 60,000 tested, 0.35% active;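 active = inhibition above the screen-wide mean inhibition plus 3 SD, cut at about 18% in these data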;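 also: plate controls were DMSO wells for no effect and Y-27632 control wells after no-enzyme background subtraction for full effect; many of its hits are not listed in these tables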
Target sequence (O75116 whole entry, looked up): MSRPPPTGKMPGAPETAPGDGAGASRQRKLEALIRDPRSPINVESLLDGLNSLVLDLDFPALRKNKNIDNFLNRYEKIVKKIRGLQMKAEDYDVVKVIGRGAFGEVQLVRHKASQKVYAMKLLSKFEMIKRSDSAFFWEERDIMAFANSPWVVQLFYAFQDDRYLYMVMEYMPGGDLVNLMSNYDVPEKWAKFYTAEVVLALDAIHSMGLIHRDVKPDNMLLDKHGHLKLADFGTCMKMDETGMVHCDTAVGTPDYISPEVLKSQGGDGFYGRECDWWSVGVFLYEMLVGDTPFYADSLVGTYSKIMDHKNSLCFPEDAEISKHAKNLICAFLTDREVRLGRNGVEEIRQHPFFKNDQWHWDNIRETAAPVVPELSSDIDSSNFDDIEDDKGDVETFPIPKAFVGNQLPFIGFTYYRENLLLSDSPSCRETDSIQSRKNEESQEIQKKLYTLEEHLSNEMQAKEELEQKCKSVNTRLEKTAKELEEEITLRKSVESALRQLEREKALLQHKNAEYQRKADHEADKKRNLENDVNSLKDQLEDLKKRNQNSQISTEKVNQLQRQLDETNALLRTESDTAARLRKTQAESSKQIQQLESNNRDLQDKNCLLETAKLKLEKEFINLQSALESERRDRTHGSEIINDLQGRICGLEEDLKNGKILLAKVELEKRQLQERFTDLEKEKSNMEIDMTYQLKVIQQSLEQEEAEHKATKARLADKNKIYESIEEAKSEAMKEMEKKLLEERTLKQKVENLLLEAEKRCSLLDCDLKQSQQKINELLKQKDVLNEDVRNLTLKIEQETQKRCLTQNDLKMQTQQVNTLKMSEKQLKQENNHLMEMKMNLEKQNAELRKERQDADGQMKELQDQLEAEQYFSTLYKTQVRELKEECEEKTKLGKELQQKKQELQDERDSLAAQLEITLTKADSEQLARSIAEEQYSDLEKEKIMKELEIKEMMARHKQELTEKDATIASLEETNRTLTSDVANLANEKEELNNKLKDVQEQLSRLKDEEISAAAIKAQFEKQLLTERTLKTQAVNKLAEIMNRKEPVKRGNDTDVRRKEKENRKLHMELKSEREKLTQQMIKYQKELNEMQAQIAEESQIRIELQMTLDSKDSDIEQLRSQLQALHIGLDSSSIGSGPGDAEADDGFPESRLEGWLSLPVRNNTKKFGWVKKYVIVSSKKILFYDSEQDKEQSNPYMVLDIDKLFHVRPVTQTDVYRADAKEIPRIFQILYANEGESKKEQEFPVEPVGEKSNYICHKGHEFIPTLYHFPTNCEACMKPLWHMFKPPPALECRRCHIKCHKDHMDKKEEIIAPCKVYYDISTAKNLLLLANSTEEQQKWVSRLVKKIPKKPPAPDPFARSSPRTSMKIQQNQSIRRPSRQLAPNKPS
HEK293 NFkB inh: lowers PMA/ionomycin-induced NF-kB signal in HEK293 cells; 62,000 tested, 0.21% active; HEK-293 NF-kB luciferase reporter, luminescence; inhibition, % at 3 µM;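 active = inhibition above the mean of all tested compounds plus 3 SD, cut at about 40% in these data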;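 also: 0% = stimulated DMSO wells and 100% = 10 µM reference inhibitor 5653914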
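Material: HEK-293 cells with stable firefly luciferase reporter driven by four HIV NF-kB elements / Also added: PMA plus ionomycin mix as NF-kB-activating stimulus / Compound dosing: 3 µM once, 0.30% DMSO / Times: 1 h pretreatment, 16 h stimulation, 37 °C / Signal: luminescence / Evaluation: per-plate % inhibition versus controls / Benchmarks: DMSO and 10 µM reference inhibitor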
Fluor 339 460: intrinsic fluorescence of library compounds, ex339/em460 – biochemical, MLSMR library, data from DPM-DC assay, artefact control, profiling panel; 65,000 tested, 5.5% active; compound autofluorescence, ex339/em460 nm, NADH buffer; active compounds read high; 1 = no-compound wells, NADH background; fluorescence fold increase at 10 µM;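 active = at 10 µM, mean starting fluorescence two-fold or more over control wells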;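 also: signal is the first read of a kinetic run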
tolC growth inh: blocks growth of E. coli BW25113 tolC mutant | 65,000 tested, 2.2% active | growth inhibition, % at 10 µM (by protocol) | OD615 | AID 573;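 active = growth inhibition at or above a cutoff equal to the mean over every tested compound plus 3 SD, cut at about 60% in these data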;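 also: growth measured after 20 h incubation at 37 °C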
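Signal: optical density read at 615 nm; Assay system: E. coli ΔtolC::kan strain BW25113; Times: 20 h incubation with compound, 37 °C; Dosing: 10 µM final, single dose.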
Numbers without * were called inactive; i = inactive; nt = no result given; [ ] = remark or other dose. The list is partial; count on the stated rates, not on these rows.

SMILES	PKA inh	NADH enzymes	A340 absorber	MMP-13 inhibitor	JNK3 blocker	ROCK2 inh	HEK293 NFkB inh	Fluor 339 460	tolC growth inh
CCS(=O)(=O)N1CCC(C(=O)NCCCN2CCN(c3ccccc3F)CC2)CC1	6.7	8.0%	0.98	-4.4	2.2	0.3	6.7	1.12	-12.5
CCn1c(SCC(=O)Nc2nc(C)c(C)s2)nnc1-c1ccco1	7.1	8.0%	1	2.5	9.9	7.4	17.4	1.16	nt
O=C(CCS(=O)(=O)c1ccc(Cl)cc1)N1CCN(c2ccccc2F)CC1	2.3	8.0%	0.99	-0.6	2.2	1.2	9.6	1.03	1.0
Nc1nc(-n2cnnc2)nn1-c1ccccc1	-0.3	2.0%	1.03	-2.7	4.8	0.0	17.1	1.02	-6.6
Cc1ccccc1C(=O)c1cccn1CC(=O)O	3.3	9.0%	1.01	-6.2	0.9	4.7	10.4	1.1	-25.2
C=CCOc1ccc(Cl)cc1C(=O)O	7.8	4.0%	1.02	-6.3	3.1	8.5	21.0	1.1	-2.8
CCc1noc2c1/C(=N\O)CC(c1ccccc1)C2 (stereo unspecified)	1.8	6.0%	1.05	-0.8	-2.0	2.5	-0.5	1	7.8
CS(=O)(=O)N(C(=O)NC(=O)NC1CCS(=O)(=O)C1)C1CCCCC1 (stereo unspecified)	9.1	5.0%	1.04	1.2	7.2	3.6	8.4	1.16	-16.6
CC(=O)Cn1c(CN2CC(C)CC(C)C2)nc2c1c(=O)n(C)c(=O)n2C (stereo unspecified)	6.0	6.0%	0.97	-1.9	1.2	7.1	2.5	1.1	-12.0
Cc1[nH]c2ccc(S(N)(=O)=O)cc2c1C	8.5	1.0%	1.04	-6.1	1.2	-2.0	14.3	1.14	-5.0

Single entries from the list.
`CC(=O)Cn1c(CN2CC(C)CC(C)C2)nc2c1c(=O)n(C)c(=O)n2C` (stereo unspecified) | NADH enzymes = 6.0%
`C=CCOc1ccc(Cl)cc1C(=O)O` | HEK293 NFkB inh = 21.0

The main list resumes, repeating the 2 entries before the break.
SMILES	PKA inh	NADH enzymes	A340 absorber	MMP-13 inhibitor	JNK3 blocker	ROCK2 inh	HEK293 NFkB inh	Fluor 339 460	tolC growth inh
CC(=O)Cn1c(CN2CC(C)CC(C)C2)nc2c1c(=O)n(C)c(=O)n2C (stereo unspecified)	6.0	6.0%	0.97	-1.9	1.2	7.1	2.5	1.1	-12.0
Cc1[nH]c2ccc(S(N)(=O)=O)cc2c1C	8.5	1.0%	1.04	-6.1	1.2	-2.0	14.3	1.14	-5.0
CCC(CC)NC(=O)c1cc(OC)c(OC)c(OC)c1	1.9	1.0%	1.03	-1.6	-14.6	-1.4	11.9	1.13	-19.6
CCc1nnc(NCC(=O)N2CCc3ccccc32)s1	2.9	3.0%	1.01	-17.8	10.1	1.3	11.7	1.01	15.8
COc1ccccc1N=c1oc2cc(O)ccc2cc1C(N)=O	-3.5	15.0%	1.09	-243.7[fluorescence artefact?]	-1.1	-66.0	0.6	3.58*	15.6
CCOC(=O)/C(C(N)=NCc1ccco1)=C(/O)c1ccccc1	0.5	5.0%	1.05	-2.5	5.3	4.3	19.2	1.13	11.0
O=C(CSc1ncn(-c2ccccc2)n1)N1CCc2ccccc21	-3.9	4.0%	1.01	2.7	5.9	-0.1	7.3	1.07	10.3
CCN(C(=O)c1cn(C)c(=O)c2cc(OC)c(OC)cc12)c1cc(C)ccc1C	6.1	6.0%	0.97	-4.9	-9.0	3.8	-0.7	1.1	8.7
Cc1nn(C)c(C)c1S(=O)(=O)N1CCCC(C(=O)NCCc2ccc(Cl)cc2)C1 (stereo unspecified)	6.6	2.0%	1.03	1.5	-3.0	2.3	1.2	1.09	4.2
COc1ccc(OCc2nnc(SCC(N)=O)n2-c2ccccc2OC)cc1	8.0	7.0%	1.02	0.9	-2.4	6.3	11.0	1.05	-21.1
Cc1c(O)ccc(C(=O)COc2ccccc2F)c1O	10.9	2.0%	1.08	0.3	0.2	7.4	4.8	1.08	11.3
COc1cc2nc(SCC(N)=O)n(CCC3=CCCCC3)c(=O)c2cc1OC	1.3	6.0%	1.02	2.1	0.0	0.7	10.8	1.17	-7.0
CCc1noc(C)c1C(=O)NCCc1ccc(OC)c(OC)c1	4.5	2.0%	1	-0.3	2.7	2.5	11.1	1.03	-4.3
CCOC(=O)CN1CC23C=CC(O2)C(C(=O)Nc2ccc(F)cc2)C3C1=O (stereo unspecified)	2.5	7.0%	1.02	0.6	0.7	2.9	10.9	1.06	-21.6
Cc1cccc(N(C)c2cc(C)nc3ncnn23)c1	-1.2	6.0%	1.07	-0.4	1.0	-3.8	19.3	0.93	-4.0
Cc1ccc(C2(C)NC(=O)N(CC(=O)NC(=O)NCCC(C)C)C2=O)cc1 (stereo unspecified)	4.2	1.0%	1.02	5.0	3.9	-0.4	13.1	1.13	1.6
CC1=C(C(=O)OCc2ccccc2)C(c2ccccn2)c2c(n(C)c(=O)n(C)c2=O)N1 (stereo unspecified)	1.9	4.0%	1.05	-0.3	8.6	3.7	18.4	1.56	14.0
O=C(O)C1C2CCC(O2)C1C(=O)Nc1cccc(F)c1 (stereo unspecified)	4.5	4.0%	1	-1.1	-3.5	2.7	19.4	1.05	-12.1
COc1ccccc1NC(=O)N1CCN(c2cccc(C(F)(F)F)c2)CC1	2.8	3.0%	1	-2.0	4.4	3.3	10.0	1.05	25.3
CC(C)(C)NCC(O)COc1ccccc1C(C)(C)C (stereo unspecified)	3.7	4.0%	1.02	2.4	-4.8	2.3	-3.3	1.07	-6.7
Nc1ncnc2c1CCC2	3.3	2.0%	1.01	7.1	-4.6	2.9	6.6	1.14	-5.3
CCC(C)(C)NC(=O)C(c1ccc(C)o1)N(Cc1cccs1)C(=O)Cn1nnc2ccccc21 (stereo unspecified)	1.9	9.0%	1	-1.4	-0.2	-0.1	-1.5	1.1	16.1
CN(C)CC(O)COc1ccc(-c2ccc(C#N)cc2)cc1 (stereo unspecified)	0.7	3.0%	1.01	-129.3[fluorescence artefact?]	0.2	-7.7	nt	1.4	6.8
O=C(C1CCN(S(=O)(=O)c2cccnc2)CC1)N1CCN(c2ccccc2Cl)CC1	-8.8	3.0%	1.03	1.0	nt	nt	13.2	1.06	-1.6
O=C(O)CSCc1ccc(Cl)cc1	1.2	2.0%	1.05	2.1	3.2	2.4	13.9	1.15	-14.2
FC(F)(F)COc1nc(OCC(F)(F)F)nc(N2CCN(c3ccccc3)CC2)n1	-2.4	10.0%	1.05	7.0	3.5	-3.5	11.3	1.04	50.5
O=C(CSc1nnc(CN2CCOCC2)n1-c1ccccc1)N1CCc2ccccc21	8.0	9.0%	1.03	0.8	-4.0	5.2	13.9	1.09	-6.1
Cc1cc(Br)c(S(=O)(=O)NCCN2CCOCC2)cc1C	-0.9	5.0%	1	-1.2	nt	nt	7.0	1.06	-8.8
Cc1ccc2cc(CN(CC3CCCO3)S(=O)(=O)c3c(C)ccc4nsnc34)c(=O)[nH]c2c1 (stereo unspecified)	2.9	1.0%	1.09	1.4	-3.8	1.6	8.7	1.08	-17.7
Cc1ccnc(N2CCC(C(=O)Nc3ccc4c(c3)CCC4)CC2)n1	10.1	6.0%	1	-7.0	-1.9	6.8	15.7	1.32	22.5
CCOCCCNc1nc2c([nH]1)c(=O)n(C)c(=O)n2C	-2.2	3.0%	1.04	4.3	-4.4	-1.1	3.5	1.12	-17.2
Cc1ccc(C(=O)NCCNC(=O)CN2CCCC2)cc1	0.4	4.0%	1.03	1.2	nt	nt	21.0	1.11	1.3
Cc1ccc(-n2c3c(cc(C(=O)NCCCN4CCOCC4)c2=O)C(=O)CC(C)(C)C3)cc1	4.4	2.0%	1.01	-4.6	-8.3	-0.8	7.9	1.2	-6.8
COc1ccc2nc(SCC(N)=O)[nH]c2c1	8.7	5.0%	1.03	1.0	-0.1	4.5	1.9	1.04	-12.3
Cc1cc(NC(=O)CSc2nc(C(C)C)nc3c2c(=O)n(C)c(=O)n3C)no1	5.3	2.0%	1.04	4.6	5.3	1.2	3.7	1.11	-14.2
Cc1csc(NC(=O)Nc2cccc(Cl)c2)n1	-2.4	1.0%	1	1.2	0.3	2.1	-19.3	1.06	33.1
CCOC(=O)Cn1c(CN2CCOCC2)nc2c1c(=O)[nH]c(=O)n2C	2.6	2.0%	0.98	7.4	0.1	2.3	4.9	1.05	-6.7
CC(C)N1CC(O)=C(c2nc3ccccc3[nH]2)C1=N	6.4	4.0%	1.05	0.5	-15.2	4.3	-0.1	1	-1.0
COc1ccc2cc3cc(C(=O)NCCN4CCc5ccccc5C4)oc3nc2c1	9.0	6.0%[fluoresces]	1.08	-272.8[fluorescence artefact?]	-5.7	5.8	14.4	5.11*	55.4
CC1CCN(C(=O)c2ccc(C(=O)N3CCC(C)CC3)cc2)CC1	-11.6	1.0%	0.99	5.6	-3.8	-4.3	8.0	1.07	-20.3
Cn1c(C(=O)Nc2ccc3c(c2)OCO3)cc2c(=O)n(C)c3ccccc3c21	7.7	4.0%[fluoresces]	1.01	-2.8	-4.7	0.1	22.2	2.27*	-1.8
Cc1cc(C)c(NC(=O)CN2C(=O)NC3(CCCCC3)C2=O)c(C)c1	0.2	5.0%	1.01	-1.4	-2.1	-0.2	12.9	1.02	-1.0
CCCc1cc(=O)oc2c(CN3CCCC3)c(O)c(Cl)cc12	5.3	3.0%[fluoresces]	1.1	i[fluorescence artefact?]	4.3	9.9	nt	2.35*	5.8
Cc1ccc(-c2nc(=S)c3c(n2Cc2ccco2)CCCC3)cc1	9.7	4.0%	1.04	-3.3	-3.2	6.3	8.9	1.02	15.4
CCCC(=O)c1ccc(N2CCN(S(=O)(=O)c3ccc(C)cc3)CC2)c(F)c1	10.6	4.0%	0.98	1.1	1.4	6.4	-4.4	1.1	-10.0
Cc1ccc(CNC(=O)CN2CCC(C(N)=O)CC2)cc1	7.8	2.0%	1.02	9.3	3.5	0.2	11.5	0.99	-12.8
CCOC(=O)CC(C#N)c1c[nH]c2ccccc12 (stereo unspecified)	8.3	1.0%	1.06	1.9	4.9	4.5	6.3	1.08	-5.1
Cc1noc(NS(=O)(=O)c2ccc(NC(=O)Nc3ccc(Cl)c(Cl)c3)cc2)c1C	7.4	8.0%	1.05	3.0	1.6	3.1	4.9	1.09	100.0*
CCOC(=O)c1c(C)[nH]c(C(=O)COC(=O)CNC(=O)C2CCCCC2)c1C	10.9	6.0%	1	-0.3	-4.7	7.0	9.8	1.03	-14.3
COCCCNC(=O)C1C2C=CC3(CN(Cc4ccc(C)cc4)C(=O)C13)O2 (stereo unspecified)	5.6	12.0%	1.01	-7.1	nt	nt	11.5	0.85	-11.1
CCCCOC(=O)C1[C@H]2C(=O)N(c3ccccc3CC)C[C@]23C=C[C@H]1O3 (stereo partly specified)	4.6	6.0%	1	-1.5	-2.4	2.4	19.0	1.06	-13.4
CCOc1ccc(N2C(=O)CC(Sc3nccc(C)n3)C2=O)cc1 (stereo unspecified)	6.9	5.0%	1.03	-2.6	2.3	7.8	-0.1	1.1	-6.4
Nc1nc(SCc2ccc3c(c2)OCCO3)n[nH]1	-5.2	3.0%	1.02	5.3	0.9	-0.7	7.7	1.1	0.8
CC(SCCc1ccccn1)C(=O)O (stereo unspecified)	6.0	2.0%	1.03	-0.8	5.0	10.3	10.6	1.1	-16.9
Cc1ccc(C(=O)Nc2nncs2)cc1S(=O)(=O)N1CCOCC1	11.3	3.0%	1.06	2.3	nt	nt	9.9	1.05	-9.9
